DENV2 CPE – inhibitors of DENV2 cytopathic effect, primary screen, cell-based, plate reader, single concentration; AID 651640, 2012; DENV2-infected cells, cytopathic effect rescue; CPE inhibition, % at 9.99 µM; actives 1.7% (n = 350,000); in the data active = CPE inhibition above about 20%, passing the limit was not always enough; inconclusive = no clear call, values can overlap the other calls; tested in BHK-21 cells;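 note: 0% = median of neutral control wells and 100% = median of positive control wells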
GSIS activator – GLuc luminescence reporter in INS-1E cells, primary screen for activators of glucose-dependent secretion of insulin. actives 0.61% (n = 370,000). activation, % at 16.6 µM. AID 743287, 2014. INS-1E GLuc reporter insulin secretion, 2-3 h;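 active = lowest replicate activation of at least 40%, so every replicate reaches that level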;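 note: 0% = median of neutral control wells and 100% = median of IBMX positive control wells; some compounds called inactive have numbers as strong as hits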
EWS-Fli inh – EWS/Fli-driven NR0B1 reporter inhibitors, primary screen, A673 cells, NR0B1 luciferase, luminescence, MLPCN library; viability-normalised; inhibition, % at 12.6 µM; actives 0.67% (n = 350,000);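 active = mean inhibition of at least 50% after viability correction, with every replicate also passing that limit; inconclusive = mean reaches 50% but only one of two replicates passes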;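 note: firefly luciferase signal divided by Alamar Blue viability fluorescence both relative to DMSO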
CFTR F508del cor – F508del CFTR correction, initial screen, CFBE line, single point | CFBE cells, YFP halide quenching; stimulated with forskolin plus potentiator P3; % fluorescence drop versus neutral controls | activity (quench increase), % at 7.58 µM | actives 0.36% (n = 350,000) | AID 720511, 2013;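 active = mean added fluorescence quench of at least 8% versus neutral control, with both replicates also reaching 8%; inconclusive = only one of the mean or replicate conditions met; inactive = mean below 8% and not both replicates reaching 8%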;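 note: cells transiently co-express mutant CFTR-F508del with the halide-sensitive YFP; corrector assay measuring rescue of mutant channel to the surface after 24 h compound exposure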
ARNT TACC3 PPI – disruptors of ARNT/TACC3 protein interaction, primary screen, biochemical, AlphaScreen, single concentration; Transforming acidic coiled-coil-containing protein 3 (Homo sapiens), Q9Y6A5; AlphaScreen His-ARNT PAS-B/GST-TACC3 binding, luminescence; TACC3 fragment carries E629A point mutation; actives 0.66% (n = 390,000); inhibition, % at 9.99 µM;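 active = mean inhibition of replicates at least 50% and at least half of replicates each reaching 50%; inconclusive = half or more replicates reach 50% but mean below 50%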;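 note: 0% = complete ARNT plus TACC3 wells and 100% = ARNT alone without TACC3; many hits fall short of the cut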
Xi reactivation – activators of inactive X chromosome reactivation, primary screen, imaging, XiGFP fibroblasts, GFP high-content imaging, set 2 | activation, % at 7.58 µM | XiGFP mouse fibroblasts, % GFP-positive cells imaging, 3 d; cells co-treated with 5-aza-dC sensitizer; scaled so ellipticine positive control = 100% | actives 0.055% (n = 360,000);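 active = mean normalized replicate activation at least 10% and every replicate at or above 10%; inconclusive = only one of the two criteria met; inactive = mean below 10% and not all replicates reach 10%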;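 note: 0% = median of on-plate neutral control wells and 100% = ellipticine 6 µM median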
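System: 68-5-11 XiGFP fibroblast line; Timing: 3 days compound exposure; Compound dosing: one concentration, pinned; Benchmarks: positive control ellipticine, 6 µM final; Buffer or medium: DMEM containing 5-aza-dC.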
ERp5 block – inhibitors of ERp5-driven insulin aggregation, primary screen, biochemical, turbidity, absorbance 650 nm, single point. Protein disulfide-isomerase A6 (Homo sapiens), Q15084. 90 min. inhibition, % at 9.99 µM. actives 0.05% (n = 350,000). AID 651711, 2012;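 active = mean replicate inhibition above about 25%, with every replicate also reaching it, limit read from the data, passing the limit was not always enough; inconclusive = only one of those two criteria met; inactive = neither criterion met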
Target sequence (Q15084 whole entry, looked up): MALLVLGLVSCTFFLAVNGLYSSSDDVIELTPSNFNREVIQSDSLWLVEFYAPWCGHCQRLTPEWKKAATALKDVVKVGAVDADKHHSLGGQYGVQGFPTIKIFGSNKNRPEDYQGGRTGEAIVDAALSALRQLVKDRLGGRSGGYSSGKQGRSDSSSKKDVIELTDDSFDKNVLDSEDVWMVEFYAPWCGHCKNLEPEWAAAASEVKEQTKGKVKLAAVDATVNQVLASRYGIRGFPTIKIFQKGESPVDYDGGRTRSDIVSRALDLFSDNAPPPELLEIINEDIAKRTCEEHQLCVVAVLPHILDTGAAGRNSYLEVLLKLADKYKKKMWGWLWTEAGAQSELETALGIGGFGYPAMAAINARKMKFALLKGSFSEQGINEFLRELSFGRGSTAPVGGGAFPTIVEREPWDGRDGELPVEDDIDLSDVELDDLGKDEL
PAX8 reporter – inhibitors of PAX8-driven TPO luciferase reporter, primary screen, RMG-I cells, single concentration; SteadyGlo, 24 h; inhibition, % at 12.6 µM; actives 1.2% (n = 360,000); AID 652154, 2013;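 active = mean replicate inhibition at least 60% with every replicate also reaching 60%; inconclusive = only one of the two criteria is met; inactive = mean below 60% and not all replicates reaching 60%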;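 note: luciferase light reporting Pax8 driven TPO promoter activity; plate controls were median of neutral control wells for no effect and mitoxantrone controls for full effect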
Numbers without * were called inactive; ? = inconclusive; · = no result given. The order is random, and some 4.2% of all compounds hit somewhere here.

SMILES | DENV2 CPE | GSIS activator | EWS-Fli inh | CFTR F508del cor | ARNT TACC3 PPI | Xi reactivation | ERp5 block | PAX8 reporter
C[C@@H]1CN([C@H](C)CO)C(=O)c2cccc(NC(=O)c3ccc(-c4nccs4)cc3)c2O[C@@H]1CN(C)Cc1ccc(-c2ccccc2)cc1 | -4 | -7 | 6 | 2.4 | -3 | 0.0 | 7 | 7
Cc1ccc(S(=O)(=O)N2CCOCC2)cc1NC(=O)COC(=O)Cc1ccsc1 | 3 | -6 | -10 | -0.2 | · | 0.2 | -7 | 15
CC(C)C1CC(C(=O)Nc2ccccc2)C(=O)O1 (stereo not drawn) | 1 | · | -3 | -2.1 | -9 | 0.0 | 12 | -24
Cn1c(SCC(=O)NC(C)(C)C)nc(O)cc1=O | 8 | 5 | 3 | 0.0 | -5 | · | 0 | ·
CC(=O)N1CCc2cc(NC(=O)C3(C)CCN3Cc3ccccc3Cl)ccc21 (stereo not drawn) | -5 | 2 | -17 | -1.0 | · | 0.0 | -2 | 11
COc1ccc(-c2cnc3c(c2)C(=O)N([C@@H](C)CO)C[C@@H](C)[C@H](CN(C)C(=O)C2CC2)O3)cc1 | · | 6 | 21 | 1.3 | · | 0.1 | · | ·
CCOC(=O)N1CCN(C(=O)C[C@H]2C[C@@]3(C(=O)OC)C(=C[C@H](C(C)C)O[C@@H]3C3CC3)N(Cc3ccccc3)C2=O)CC1 | -3 | · | -7 | 2.0 | · | 0.3 | 0 | -1
Cc1ccc(S(=O)(=O)N2CCN(C(=O)CN3C(=O)NC4(CCCC4)C3=O)CC2)c(C)c1 | 0 | -5 | -3 | 0.1 | -5 | 0.0 | -2 | ·
CNC[C@H]1Oc2ncc(Br)cc2C(=O)N([C@H](C)CO)C[C@H]1C | 7 | 10 | 6 | -1.0 | -15 | 0.1 | -4 | -18
COc1ccccc1CNC(=O)COc1ccc(S(=O)(=O)N2CCOCC2)cc1 | 19 | -5 | 7 | 1.8 | -3 | 0.2 | 1 | -12
O=S(=O)(O)c1cc(Cl)cc(N=Nc2ccc(O)cc2O)c1O | -11 | · | -11 | · | 63* | 0.0 | -5 | 42
CC(C)C(=O)N1CCN(c2ccccc2NC(=O)c2ccc(C#N)cc2F)CC1 | 11 | 1 | 12 | 4.7 | 2 | 0.9 | 1 | 11
CC1=C(C)CC(C(=O)NC2CCN(C(C)C)CC2)C(C(=O)O)C1 (stereo not drawn) | -3 | 7 | -6 | -1.7 | 3 | 0.0 | -5 | 1
CCCOC(=O)C1=C(C)NC(=O)NC1c1cc2c(cc1Br)OCO2 (stereo not drawn) | 0 | · | 2 | -0.7 | 2 | 0.0 | 0 | 11
C[C@H]1CN([C@@H](C)CO)C(=O)c2cccc(NC(=O)Nc3ccc4c(c3)OCO4)c2O[C@H]1CN(C)C(=O)Nc1cccc2ccccc12 | 11 | -13 | 2 | -0.1 | · | 1.4 | -2 | 12
CCOc1ccc(C(=S)N2CCN(C)CC2)cc1 | 0 | 8 | 13 | · | -13 | 0.5 | -10 | -17
Cc1ccc(NC(=O)c2c(F)cccc2Cl)cc1NS(C)(=O)=O | 3 | · | -8 | 0.1 | -1 | 0.2 | 3 | -6
Cc1ccc(S(=O)(=O)N2CCN(C(=O)c3sccc3C)CC2)cc1 | -5 | 4 | 13 | -2.4 | 1 | 0.1 | -1 | -5
C[C@@H]1CN([C@@H](C)CO)C(=O)Cc2cc(NC(=O)C3CCCCC3)ccc2O[C@@H]1CN(C)Cc1ccc(C(=O)Nc2ccccc2N)cc1 | 4 | -8 | 13 | 0.5 | · | -0.3 | -4 | ·
COc1ccc(CNC(=O)C2=CCN(S(=O)(=O)c3ccc(C)cc3)CC2)cc1 | · | -3 | 7 | -7.4 | 2 | 0.0 | -5 | -1

Part of the list above in a different format.
COc1ccc(CNC(=O)C2=CCN(S(=O)(=O)c3ccc(C)cc3)CC2)cc1
  DENV2 CPE: · | GSIS activator: -3 | EWS-Fli inh: 7 | CFTR F508del cor: -7.4 | ARNT TACC3 PPI: 2 | Xi reactivation: 0.0 | ERp5 block: -5 | PAX8 reporter: -1

Cc1ccc(S(=O)(=O)N2CCN(C(=O)c3sccc3C)CC2)cc1
  DENV2 CPE: -5 | GSIS activator: 4 | EWS-Fli inh: 13 | CFTR F508del cor: -2.4 | ARNT TACC3 PPI: 1 | Xi reactivation: 0.1 | ERp5 block: -1 | PAX8 reporter: -5

C[C@@H]1CN([C@H](C)CO)C(=O)c2cccc(NC(=O)c3ccc(-c4nccs4)cc3)c2O[C@@H]1CN(C)Cc1ccc(-c2ccccc2)cc1
  DENV2 CPE: -4 | GSIS activator: -7 | EWS-Fli inh: 6 | CFTR F508del cor: 2.4 | ARNT TACC3 PPI: -3 | Xi reactivation: 0.0 | ERp5 block: 7 | PAX8 reporter: 7

(cont.)
SMILES | DENV2 CPE | GSIS activator | EWS-Fli inh | CFTR F508del cor | ARNT TACC3 PPI | Xi reactivation | ERp5 block | PAX8 reporter
CCC1=C(OC(=O)N(CC)CC)N2C(=O)OC(=NCCOC)[C@]2(Cc2ccccc2)[C@H]2C1=CC[C@H]1C(=O)N(CC)C(=O)[C@H]12 | 21* | -16 | 7 | 1.9 | -7 | 0.0 | -2 | 7
CCCc1cc(=O)[nH]c(SCC(=O)Nc2ccc(OCc3ccccc3)cc2)n1 | -3 | -6 | -1 | -1.1 | -5 | 0.1 | 3 | -5
CC(=O)C[C@H](O)CC(=O)[C@@H]1OC(=O)CCCCCCCCc2ccccc21 | -4 | -40 | -11 | -2.6 | 2 | 0.1 | 1 | -16
COc1cc2c(CCNC(C)=O)c[nH]c2cc1O | 13 | -1 | 4 | 0.5 | 0 | 0.2 | 6 | -15
CCOC(=O)c1c(NC(=O)CSc2ncnc3ccccc23)sc(C)c1C | ? | · | 1 | · | -4 | 0.3 | 3 | 11
C[C@H](CO)N1C[C@H](C)[C@H](CN(C)Cc2cncnc2)Oc2ncc(C#Cc3ccccn3)cc2C1=O | -1 | 26 | -11 | 0.4 | -3 | 0.3 | -3 | -12
CCCNC(=O)Nc1ccc2c(c1)C(=O)N(C)C[C@@H](OC)[C@H](C)CN(CC1CCCC1)[C@H](C)CO2 | · | -8 | -8 | 0.2 | · | 0.2 | · | ·
CCCC(C)NC(=O)CN(c1ccc2c(c1)OCCO2)S(=O)(=O)c1ccccc1 (stereo not drawn) | -2 | -14 | 5 | 2.9 | -4 | 0.0 | 4 | 19
Cc1cccc(OCC(=O)Nc2ccccc2C(=O)N2CCOCC2)c1 | · | 4 | · | · | -2 | 0.0 | · | 11
COCC(=O)Nc1ccc2c(c1)OC[C@@H](C)N(C(=O)NC(C)C)C[C@H](C)[C@H](OC)CN(C)C2=O | · | 15 | 1 | 2.7 | · | -0.2 | · | -20
COc1cc(C)ccc1OCC(=O)OCC(=O)c1cc(C)n(CC2CCCO2)c1C (stereo not drawn) | 1 | 8 | -1 | -0.3 | · | 0.2 | -1 | 4
COc1ccc(NC(=O)Nc2ccc3c(c2)C(=O)N([C@H](C)CO)C[C@H](C)[C@H](CN(C)S(=O)(=O)c2c(C)noc2C)OCCCC[C@@H](C)O3)cc1 | 5 | 13 | -6 | -1.0 | 7 | 0.2 | · | -12
NS(=O)(=O)c1ccc(NC(=O)/C=C/c2ccc3c(c2)OCO3)cc1 | -7 | -3 | -6 | 2.2 | -5 | 0.0 | 2 | -34
CCOc1ccc(C(=O)NCCc2ccccc2)cc1 | · | 1 | 59* | -0.8 | 8 | · | 0 | ·
CCc1ccc(N=C2NC(=O)/C(=C/c3cc(Br)c(OCC(=O)O)c(OC)c3)S2)cc1 | 7 | 2 | 2 | 1.9 | -1 | 0.0 | 8 | 3
Cc1c(C(=O)Nc2ccccn2)oc2c(Cl)cccc12 | -9 | 24 | -14 | -1.9 | -2 | 0.0 | 3 | -12
COCCNC(=O)C[C@@H]1CC[C@H]2[C@@H](COc3ccc(NC(=O)C4CCCC4)cc3C(=O)N2C)O1 | 16 | -3 | 2 | -0.3 | -10 | 0.1 | -5 | -1
NNC(=O)c1cccc(S(=O)(=O)Nc2cc(Cl)ccc2Cl)c1 | -1 | -17 | 10 | -0.8 | 5 | 0.0 | 2 | -13
CNC[C@@H]1OCCCC[C@H](C)Oc2ccc(NC(=O)c3ccncc3)cc2C(=O)N([C@H](C)CO)C[C@@H]1C | -3 | 12 | 1 | 2.9 | -3 | 0.0 | 1 | -11
COc1cccc(C(=O)NCc2ccco2)c1OC | 1 | · | 2 | 3.8 | -5 | 0.4 | -1 | -8
Cc1cc(C)c(NC(=O)CSc2nnc(CNC(=O)c3ccccc3F)o2)c(C)c1 | 1 | 20 | · | 1.1 | -2 | 0.3 | -1 | 0
Cc1ccc(NC(=O)CSc2nnc(-c3cccnc3)s2)cc1 | · | 42* | · | · | -2 | 0.0 | · | 22
CCN1CCN(/C=N/c2nc3c(s2)CCCC3)CC1 | · | 7 | 57* | -2.8 | -1 | · | 5 | ·
CCOc1ccc2[nH]c(=O)c(CN(Cc3cccs3)Cc3nnnn3C(C)(C)C)cc2c1 | 4 | 12 | 6 | 2.8 | 4 | · | 2 | ·
Cc1ccc(C(=O)Nc2cc(S(=O)(=O)N3CCOCC3)ccc2N2CCCC2)cc1 | 2 | 5 | 6 | -5.5 | -4 | 0.2 | 0 | 14
COc1ccc(-c2cnc3c(c2)C(=O)N([C@@H](C)CO)C[C@H](C)[C@H](CN(C)C(=O)NC2CCCC2)O3)cc1 | -1 | 2 | -7 | -3.0 | -7 | -0.1 | -6 | -3
Cc1cc2oc(C(=O)NC3CCS(=O)(=O)C3)cc(=O)c2cc1C (stereo not drawn) | 1 | -2 | 3 | -1.5 | 1 | 0.0 | -2 | 4
Cc1cccc(C)c1NC(=O)COC(=O)[C@@H]1CCCN1C(=O)c1cccs1 | -5 | 2 | 12 | -4.0 | -13 | 0.1 | -1 | -3
C[C@@H]1CN([C@@H](C)CO)C(=O)CCCn2cc(nn2)CO[C@H]1CN(C)Cc1ccc(C(=O)Nc2ccccc2N)cc1 | 1 | 0 | 19 | -5.4 | 9 | -0.3 | 3 | 14
CC(OC(=O)c1ccccc1)C(=O)NCCC1=CCCCC1 (stereo not drawn) | -5 | -1 | -8 | -0.9 | -8 | -0.1 | 1 | 8
CC(NCC(=O)Nc1ccccc1C(=O)NC1CC1)c1ccc(Cl)cc1 (stereo not drawn) | -6 | · | -3 | · | · | 0.0 | 6 | 10
Cc1ccc(S(=O)(=O)N(C)C)cc1NC(=O)C(C)N(C)CCOc1ccc(Cl)cc1 (stereo not drawn) | -1 | -18 | 15 | -2.6 | · | 0.1 | -1 | 11
O=C(Cn1nc(-c2ccccc2)ccc1=O)Nc1ccc(-n2cnnn2)cc1 | 1 | 8 | 9 | -3.4 | -4 | -0.1 | 5 | 9
Cc1c(C#N)c2ccccc2n1CC(=O)NCCc1c[nH]c2ccccc12 | 13 | -29 | 12 | 0.4 | 3 | -0.1 | 4 | 19
C[C@@H]1CN([C@H](C)CO)C(=O)c2cc(NC(=O)Cn3cnnn3)ccc2O[C@H]1CN(C)S(=O)(=O)c1ccc(Cl)cc1 | 0 | 27 | -17 | -2.5 | · | -0.5 | -2 | ·

Bioassay records: PubChem, Broad Institute
